# TSHR antag: human thyrotropin receptor antagonism. actives 0.2% (n = 330,000). activity change, negative = inhibition, % at 11.5 µM. P16473. TSHR-expressing cells, TSH-stimulated cAMP HTRF, 2 h; stronger effect = lower value;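 active = activity change below a set negative limit, meaning inhibition stronger than a set level, cut at about -70% in these data; inconclusive = activity change between two set negative limits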; note: % is set by controls: 0 for no effect and ±100 for the full control effect
#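 Cell-based HTRF cAMP assay; TSHR cells + compound, TSH EC80 (4nM final), 2 h, 37 deg C. Lysis with anti-cAMP cryptate and cAMP-d2, 30 min RT, read 665/620 nm.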
# ASM inhibitor: human S-ASM enzyme inhibition | actives 0.006% (n = 340,000) | Potency, µM (doses to about 57.5 µM), without a hit: at the top dose activity change, negative = inhibition, usual class: inhibitors | AID 504937 | placental ASM, HMU-PC fluorogenic substrate, 60 min | P17405; note: potency is the fitted concentration of half-maximal effect
#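 qHTS format. ASM enzyme prepared from human placenta hydrolyses the fluorogenic substrate HMU-PC0 (9 uM final) over 60 min at 37 °C after a 10 min compound preincubation.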
# MBNL1 CUG block: MBNL1-poly(CUG) RNA binding inhibition; TR-FRET MBNL1-His/biotin-(CUG)12 binding, 665/545 ratio; actives 0.036% (n = 280,000); Q9NR56; AID 2675; Potency, µM (series often up to 57.5 µM), for inactives: at the top dose activity change, negative = inhibition, most hits filed as inhibitors; active = well fitted inhibition curve with a large enough effect in the signal ratio, with a control signal flat, not every such curve was filed as active; inconclusive = small, poorly fitted or top-dose-only effect, or effect the other way, or a change in a side signal; inactive = no such curve, though single readings can be large or run the other way; the % refers to the signal ratio; note: potency is the fitted concentration of half-maximal effect; % is set by controls: 0 for no effect and ±100 for the full control effect
# Target sequence (Q9NR56 whole entry, looked up): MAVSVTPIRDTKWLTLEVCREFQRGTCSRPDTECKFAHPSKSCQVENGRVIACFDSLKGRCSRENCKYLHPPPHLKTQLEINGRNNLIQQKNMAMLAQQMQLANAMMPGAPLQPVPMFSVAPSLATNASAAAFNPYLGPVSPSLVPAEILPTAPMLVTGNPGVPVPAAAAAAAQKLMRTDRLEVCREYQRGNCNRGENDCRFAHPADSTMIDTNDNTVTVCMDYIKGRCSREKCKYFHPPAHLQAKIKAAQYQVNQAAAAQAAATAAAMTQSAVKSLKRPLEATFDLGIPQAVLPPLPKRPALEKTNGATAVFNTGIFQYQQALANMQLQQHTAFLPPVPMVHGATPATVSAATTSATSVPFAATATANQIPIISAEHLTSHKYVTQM
#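 His-tagged MBNL1 binding to biotinylated (CUG)12 RNA was measured by TR-FRET using terbium anti-His antibody (0.055 ng/ul final) and streptavidin-XL665 (5 nM final). Compounds were titrated 92 nM to 58 uM; 60 min at room temperature.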
# Integrin act MD: integrin-mediated muscular dystrophy alleviation activation. AID 624291. Potency, µM (highest dose often 38.3 µM), for the others: at the highest dose activation, hits mostly activators. actives 0.064% (n = 350,000). alpha7betagal myoblasts, beta-gal FDG fluorescence, 48 h;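 note: potency is the fitted concentration of half-maximal effect; 100% = response of the positive control SU9516; nearly all actives have a fitted effect of over 60% in size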
#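 alpha7betagal+/- myoblasts (passage 13, 250/well) treated 48 h at 37C with compounds at 1:260 dilution of DMSO stock. Lysed, then beta-galactosidase activity read as FDG fluorescence (ex 480/em 540) after 30 min, with pre-read for autofluorescence.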
# TSG101-PTAP inh: blocks PTAP/TSG101 interaction to inhibit HIV-1 budding; 340,000 tested, under 10 active; Fluorescence polarization, FITC-PTAP peptide / Tsg101 binding; Potency, µM (top dose mostly 115 µM), without a hit: at the highest dose activity change, negative = inhibition, usual class: inhibitors; active = well fitted inhibition curve with a large enough effect in the main read-out, with a control signal flat, not every such curve was filed as active; inconclusive = small, poorly fitted or top-dose-only effect, or effect the other way, or a change in a side signal; inactive = no such curve, though single readings can be large or run the other way; note: potency is the fitted concentration of half-maximal effect; % of control where 0% means no effect
# Target sequence (Q99816 whole entry, looked up): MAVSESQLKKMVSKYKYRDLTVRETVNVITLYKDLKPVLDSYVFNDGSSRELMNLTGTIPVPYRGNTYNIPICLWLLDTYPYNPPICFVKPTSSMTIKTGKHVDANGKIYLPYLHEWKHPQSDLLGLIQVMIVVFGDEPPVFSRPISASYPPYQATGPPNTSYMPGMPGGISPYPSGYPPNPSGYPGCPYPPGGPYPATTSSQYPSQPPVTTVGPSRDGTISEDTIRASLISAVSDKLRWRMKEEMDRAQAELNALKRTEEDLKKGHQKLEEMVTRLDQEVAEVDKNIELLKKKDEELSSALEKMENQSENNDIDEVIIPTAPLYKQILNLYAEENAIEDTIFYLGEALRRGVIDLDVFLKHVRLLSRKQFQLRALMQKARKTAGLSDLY
#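 Tsg101 binding domain (10 uM final) was mixed with compound and a FITC-labeled PTAP peptide (50 nM final) in HEPES pH 7.5 buffer with NaCl, Tween 20, EDTA and TCEP; fluorescence polarization was read after 20 min at r.t.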
# Menin MLL FP TR: inhibitors of human menin-MLL interaction, mutant MLL peptide | O00255 | Menin + Texas Red MLL mutant peptide, fluorescence polarization | Potency, µM (doses to about 61.6 µM), inactives show at the top dose FP activity change, negative = inhibition, most hits filed as inhibitors | actives 0.23% (n = 270,000) | AID 1768; active = well fitted inhibition curve with a large enough effect in the polarisation, with a control signal flat, not every such curve was filed as active; inconclusive = small, poorly fitted or top-dose-only effect, or effect the other way, or a change in a side signal; inactive = no such curve, though single readings can be large or run the other way; the % refers to the polarisation; note: potency is the fitted concentration of half-maximal effect; % of control where 0% means no effect; many of its hits are not listed in these tables
# MLL CXXC-DNA inh: MLL CXXC-DNA interaction inhibition; Q03164; MLL-CXXC / FITC-HOXA9 DNA fluorescence polarization; Potency, µM (top dose mostly 115 µM), for inactives: at the top dose activity change, negative = inhibition, actives largely listed as inhibitors; actives 0.037% (n = 290,000); active = well fitted inhibition curve with a large enough effect in the polarisation, with a control signal flat, not every such curve was filed as active; inconclusive = small, poorly fitted or top-dose-only effect, or effect the other way, or a change in a side signal; inactive = no such curve, though single readings can be large or run the other way; the % refers to the polarisation; note: potency is the fitted concentration of half-maximal effect
#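 Purified MLL-CXXC (added from a 7 uM solution) was preincubated 5 min at ambient with pinned compounds in 50 mM Tris-HCl pH 7.5, 50 mM NaCl, 1 mM DTT, 0.05% BSA. Fluorescein-labeled HOX-A9 DNA (50 nM solution) followed, 30 min, then polarization read.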
# TCR act: activates T cell receptor signaling; AID 504894; primary human leukocytes, anti-CD3, IL-2 HTRF, 48 h; 330,000 tested, under 10 active; Potency, µM (series often up to 9.22 µM), inactives show top-dose activation of IL-2 secretion, usual class: activators; note: % of control where 0% means no effect
#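 Compounds are tested in HTS on primary human leukocytes co-incubated with a-CD3 beads for 48 hr. IL-2 output is measured by time-resolved FRET.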
# A-T KAP1 phos: potential ataxia-telangiectasia treatment; […] A-T fibroblasts, KAP-1 phosphorylation AlphaLISA; neocarzinostatin DNA damage 30 min before lysis; Potency, µM (top dose mostly 57.5 µM), without a hit: at the highest dose activation, usual class: activators; AID 485349; actives 0.19% (n = 320,000); note: potency is the fitted concentration of half-maximal effect; % of control where 0% means no effect; nearly all actives have a fitted effect of over 45% in size
#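 hTERT-immortalized A-T patient fibroblasts ([…]), 500 cells/well in OPTI-MEM, 1% FBS, got compounds for 60 min, then NCS for 30 min at 37C. Lysates were then assayed for phospho-KAP-1 by AlphaLISA (anti-pKAP1 donor, anti-KAP1 acceptor beads), 6 hr at 25C.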
# Mito fusion act: inhibitors of mitochondrial division or activators of mitochondrial fusion | Potency, µM (highest dose often 46.1 µM), for the others: top-dose growth rescue (activation), most hits filed as activators | S. cerevisiae fusion-defective mutant growth rescue, CellTiterGlo 48 h | actives 0.23% (n = 320,000);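 note: potency is the fitted concentration of half-maximal effect; % of control where 0% means no effect; nearly all actives have a fitted effect of over 45% in size; temperature-sensitive fusion mutants such as fzo1-1 at 37 °C on non-fermentable ethanol glycerol medium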
#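 Compounds are tested for their ability to restore growth of mitochondrial fusion-defective yeast strains at non-permissive 37C in YPEG medium over 48 hours. Viability is quantified by luciferase luminescence.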
# * = called active by the depositor; ? = inconclusive; . = not tested or not shown; [ ] = dose if it differs, or a comment. Unless noted, calls come from the whole dose curve; as a rule, active = well fitted curve in the direction sought with a large enough effect; inconclusive = small, poorly fitted or top-dose-only effect, or another doubt; inactive = no such curve, though single readings can be large; an effect the other way counts as inactive or inconclusive.
SMILES,TSHR antag,ASM inhibitor,MBNL1 CUG block,Integrin act MD,TSG101-PTAP inh,Menin MLL FP TR,MLL CXXC-DNA inh,TCR act,A-T KAP1 phos,Mito fusion act
Cc1nc(Nc2ccc(Cl)cc2Cl)sc1C(=O)Nc1ccccc1,-5,-20%,?,-5%,-5%,-7%,7%,-6%[46.1 µM],0%,0%
COC(C[C@@H]1O[C@@H]1[C@@H](O)[C@H](C)OCc1ccccc1)OC,-2,6%,-3%,4%,-3%,.,8%,2%,-6%,-7%
COc1ccccc1NC(=O)CC1S/C(=N/N=C2\CCCc3ccccc32)NC1=O (stereo not drawn),-2,?,0%,19%,-2%,22%,0%,.,2%,1%
O=C(Cn1cnc2c(nnn2Cc2ccc(Cl)cc2)c1=O)c1ccccc1,18,-5%,-6%,-29%,-3%,7%,10%,-1%,14%,6%
CC1CC(C)CN(S(=O)(=O)c2ccc(NC(=O)[C@@H]3CCCN3C(=O)c3cccs3)cc2)C1 (stereo partly drawn),-6,0%,.,0%,-7%,.,.,-6%,5%,-3%
CC(C)N1CCc2c(sc(NC(=O)c3ccc(S(=O)(=O)N4CCOCC4)cc3)c2C#N)C1,12,9%,9%,-6%,?,0%,1%,3%,0%,3%
O=C(CN1C(=O)c2ccccc2S1(=O)=O)Nc1ccc(S(=O)(=O)N2CCCC2)cc1,-2,-1%,-6%,12%[7.66 µM],-4%,9%,1%,.,-3%,-6%
CCOc1ccccc1NC(=O)NNC(=O)CCc1ccc(OC)cc1,6,1%,-6%,?,-4%,-6%,-1%,3%,0%,-2%
Cc1ccc(OCC(O)CN2CCOCC2)cc1C (stereo not drawn),7,0%,0%,0%,-2%,13%,5%,.,5%,2%
O=C(CNC(=O)C1CCCCC1)NNC(=O)c1ccc(Cl)cc1Cl,16,0%,4%,2%,0%,.,3%,4%,6%,0%
COc1ccc(-n2cc(-c3ccccc3)c3c(=O)[nH]cnc32)cc1,0,3%,10%,-19%,-9%,4%,-4%,5%[46.1 µM],11%,-13%
Oc1ccccc1-c1nc(N2CCN(Cc3ccccc3)CC2)c2ccccc2n1,-2,-13%,13%,11%,-4%,9%,-6%,1%,1%,2%
C/C(N)=C(/C#N)C(=O)CSc1nc2ccccc2n1CC(C)C,-6,2%,-11%,0%,-2%,-4%,-3%,2%,0%,17%
Cc1ncc(N=Nc2ccccc2)c(-c2ccccc2)n1,15,-10%,?,-24%,-2%,-6%,-2%,-3%,5%,1%
O=C(NCc1ccc(Cl)cc1)C(=O)c1cn(CC(=O)N2CCOCC2)c2ccccc12,-11,1%,2%,23%,-6%,.,2%,0%,0%,0%
COC(=O)CC(=O)CSc1nc2c(cc1C#N)CCC2,20,44%[activator],?,-11%,-3%,?,2%,.,6%,-4%
COc1ccc(NC(=O)CN(C)C(=O)c2ccccc2OCC(=O)Nc2cccc(C(F)(F)F)c2)cc1,9,1%,.,19%,-3%,.,.,-8%,8%,8%
O=C(CSCc1ccc(Br)cc1)N1CCOCC1,34,1%,-10%,-15%,-9%,?,4%,2%,18%,?
O=S(=O)(O)C(c1ccccc1)C1(O)CCCCC1 (stereo not drawn),.,2%,.,11%,-2%,.,.,-7%,.,.
COc1ccc2oc(C(=O)OCC(=O)N(C)CC(=O)Nc3ccc(F)cc3)c(C)c2c1,8,-3%,.,-19%,-3%,.,.,-6%,-2%,3%
O=C(NCC(=O)N(Cc1cccs1)C(C(=O)NC1CCCC1)c1ccncc1)c1ccco1 (stereo not drawn),11,0%,6%,-13%,-2%,-5%,9%,-3%,-12%,-3%
O=C(Nc1ccnn1C1CCN(CCCc2ccccc2)CC1)c1ccccc1Cl,8,1%,2%,2%,-5%,.,-13%,-9%,0%,-3%
COc1cc(/C=N/NC(=O)c2ccc(N)cc2)ccc1OC(=O)c1cccc(C)c1,-24,-21%,9%,7%,0%,?,69%[activator],6%,-3%,0%
O/N=C(/CN(O)/C=C1/C=CC=N1)c1cccs1,-3,1%,19%,-18%,-11%,13%,0%,2%,0%,0%
Cn1nc2c3ccccc3n(Cc3ccc(F)cc3)c2nc1=S,-1,0%,-7%,8%,-6%,.,1%,-2%,17%,1%
Cc1cc(OCC(=O)OCC(=O)NCc2ccco2)ccc1Cl,-3,-1%,.,18%,-3%,.,.,7%,-2%,-3%
Cc1ccc(NC(=O)c2cc(S(=O)(=O)N3CCCCC3)c[nH]2)cc1F,4,0%,-6%,18%,1%,19%,19%,-1%,8%,-2%
COC(=O)N1CC(c2ccccc2)CC1=O (stereo not drawn),-8,-1%,3%,12%,-1%,-2%,2%,7%,9%,2%
O=c1[nH]c(CN2CCN(c3ccccc3O)CC2)nc2ccccc12,12,4%,-5%,-11%,-4%,14%,8%,-22%,3%,1%
CCOc1ccc(NC(=O)CNC(=O)c2cccs2)cc1,-9,2%,8%,0%,-1%,10%,-3%,-1%,4%,-1%
CCOC(=O)/C(C)=N/NC(=O)c1cccc([N+](=O)[O-])c1,0,0%,?,-1%,0%,-9%,-6%,-3%,0%,1%
O=C(Nc1ccc2c(c1)OCCO2)c1c[nH]c(=O)n(-c2ccc(F)c(Cl)c2)c1=O,-10,-22%,-3%,8%,.,.,6%,4%,2%,0%
CSCC[C@H](NC(=O)[C@@H]1Cc2ccccc2CN1)C(=O)NC(C)c1ccccc1 (stereo partly drawn),-6,5%,-13%,8%,-3%,-26%,-1%,12%,1%,6%
Cc1ccccc1-c1nnc(SCC(=O)Nc2ccc3c(c2)OCCO3)n1N,12,0%,1%,1%,-2%,-6%,5%,2%,2%,4%
Cc1ccccc1C(=O)NNC(=O)C1CC(=O)N(Cc2ccccc2)C1 (stereo not drawn),11,1%,.,15%,-3%,.,.,-2%,-3%,-2%
COC(=O)[C@]1(CC(C)C)N[C@H](c2ccc(-c3ccc(C(C)=O)cc3)cc2)[C@@H]2C(=O)N(C)C(=O)[C@@H]21,-7,2%,.,-20%,-5%,.,.,0%,1%,.
CCCCn1nc(C(=O)Nc2ccc3c(c2)OCO3)c2ccccc2c1=O,-6,-23%,.,-5%,1%,.,.,-2%,4%,.
COc1ccccc1CNCc1ccc(OC)c2ccccc12,.,-3%,.,-29%,-8%,.,.,-69%,.,.
O=C(COC(=O)CNC(=O)c1ccc(Cl)cc1Cl)NC1CCCCC1,-5,-2%,-1%,15%,1%,.,20%,1%,-1%,-1%
CCOC(=O)C1(CCC(=O)OCc2ccccc2)CCCCC1=O (stereo not drawn),.,10%,.,10%,-7%,.,.,2%,.,.
Cc1ccc(OS(=O)(=O)c2cn(C)c(=O)n(C)c2=O)cc1C,12,3%,-5%,6%,0%,3%,-22%,.,4%,-1%
COCCNC(=S)N/N=C(\C)c1cccc([N+](=O)[O-])c1,-4,.,?,-14%,1%,5%,-4%,5%[46.1 µM],1%,-12%
COc1ccc(OCC(O)CN2C(=O)NC(C)(C)C2=O)cc1 (stereo not drawn),16,0%,-16%,8%,2%,-14%,-7%,-4%,-2%,4%
c1ccc(CSc2ccc(-c3cccnc3)nn2)cc1,2,-4%,3%,-6%,0%,-17%,4%,-14%,-5%,-6%
N#CC1=C(N)NC(=S)C(C(N)=O)C1c1ccc(Cl)cc1Cl (stereo not drawn),16,1%,2%,-78%[inhibitor],-2%,17%,?,4%,-3%,-1%
CC(=O)c1ccc(NC(=O)CSc2nc3nn(-c4ccccc4)c(=O)c-3c3n2CCCCC3)cc1,.,-2%,.,?,-1%,.,.,0%,.,.
CCCS(=O)(=O)n1nc(-c2ccc(C)cc2)cc1N,5,-1%,5%,23%,0%,5%,0%,8%,-1%,3%
COc1ccc(S(=O)(=O)N(C)C[C@H]2Oc3ccc(NC(=O)c4ccncc4)cc3C(=O)N([C@H](C)CO)C[C@@H]2C)cc1,-10,2%,.,0%,-1%,.,.,9%,13%,.
COCCN1Cc2cccc(C(=O)Nc3c(C)cccc3C)c2C1=O,-5,-1%,-11%,23%,-3%,-3%,-16%,5%,2%,7%
COC(=O)c1nn(-c2ccccc2)c(=O)cc1Oc1ccccc1,11,4%,4%,17%,-6%,-26%,-2%,0%,-3%,-2%

# This is a subset; rates above refer to the full screens.
